EZH2 inh – EZH2/PRC2 methyltransferase inhibitors, primary screen, biochemical, DELFIA time-resolved fluorescence, single point | Histone-lysine N-methyltransferase EZH2 (Homo sapiens), Q15910 | PRC2 H3K27 methylation, DELFIA TRF, 1 h | inhibition, % at 12.5 µM | 0.35% of 57,000 active | AID 651548, 2012;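 active = mean inhibition of replicates at least 50% and every single replicate also reaching 50%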;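 also: dimethyl H3K27 on biotinylated H3 21-44 peptide detected by antibody; plate controls were median neutral control wells for no effect and median positive control wells for full effect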
IDH1 R132H inh – inhibitors of IDH1 R132H reductase, primary screen, biochemical, plate reader, single point; Isocitrate dehydrogenase [NADP] cytoplasmic (Homo sapiens), O75874; diaphorase/resazurin fluorescence, 60 min; inhibition, % at 10 µM; 0.18% of 70,000 active; in the data active = inhibition above about 34%;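 also: 0% = DMSO and 100% = no enzyme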
Target sequence (O75874 whole entry R132H): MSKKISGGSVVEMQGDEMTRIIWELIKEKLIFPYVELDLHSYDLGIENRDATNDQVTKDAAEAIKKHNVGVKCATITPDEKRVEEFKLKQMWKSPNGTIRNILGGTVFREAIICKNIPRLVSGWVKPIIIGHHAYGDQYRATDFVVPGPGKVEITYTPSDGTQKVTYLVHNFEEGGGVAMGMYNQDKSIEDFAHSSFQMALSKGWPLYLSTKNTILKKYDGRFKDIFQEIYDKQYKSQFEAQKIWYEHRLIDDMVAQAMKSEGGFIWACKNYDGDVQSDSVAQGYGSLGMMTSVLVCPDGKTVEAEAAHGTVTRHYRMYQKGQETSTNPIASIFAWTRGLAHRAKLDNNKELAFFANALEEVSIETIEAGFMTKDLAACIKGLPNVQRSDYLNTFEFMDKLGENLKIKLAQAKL
* hit, by the source's call.

CN1CCN(C(=O)C[C@H]2C[C@H]3c4cc(NS(=O)(=O)c5ccc(F)cc5)ccc4O[C@H]3[C@H](CO)O2)CC1 was read as EZH2 inh -8 and IDH1 R132H inh -3.0.
Screening COc1cccc(CNC(=O)C[C@H]2C=C[C@H](NC(=O)C3CCOCC3)[C@@H](CO)O2)c1 returned EZH2 inh 0 and IDH1 R132H inh 0.2.
COC(=O)c1cc(OC)c(OC)cc1NC(=O)COc1cc(C)c(Br)c(C)c1 was read as EZH2 inh -10 and IDH1 R132H inh 1.6.
Screening COC(=O)CCCCCCC(=O)Nc1ccc(NC(=O)CCCC[P+](c2ccccc2)(c2ccccc2)c2ccccc2)cc1 returned EZH2 inh 0.
`C[C@H]1CN([C@@H](C)CO)C(=O)c2cc(NC(=O)C3CCCCC3)ccc2O[C@H]1CN(C)CC1CC1` gave IDH1 R132H inh 7.6.
Screening C[C@H]1CN([C@@H](C)CO)C(=O)c2cc(NC(=O)CCC(F)(F)F)ccc2O[C@H]1CN(C)Cc1ccc(Oc2ccccc2)cc1 returned IDH1 R132H inh 0.4.
C[C@H](CO)N1C[C@H](C)[C@H](CN(C)Cc2ccccc2)Oc2c(NS(=O)(=O)c3cccs3)cccc2C1=O was read as EZH2 inh 4 and IDH1 R132H inh 1.4.
Screening C[C@@H]1CN([C@@H](C)CO)C(=O)c2ccccc2-c2ccccc2CO[C@@H]1CN(C)C(=O)N[C@H](C)c1ccccc1 returned EZH2 inh 5 and IDH1 R132H inh 2.7.
C[C@H]1CN([C@@H](C)CO)C(=O)Cc2cc(NS(=O)(=O)c3ccc(Cl)cc3)ccc2O[C@@H]1CN(C)Cc1ccc(Cl)c(Cl)c1 was read as IDH1 R132H inh 0.1.
`C[C@H](CO)N1C[C@H](C)[C@H](CN(C)CC2CCCCC2)Oc2ccc(NC(=O)NC3CCCCC3)cc2CC1=O` gave EZH2 inh 1 and IDH1 R132H inh 2.4.
CO[C@H]1CN(C)C(=O)c2cc(NC(=O)c3ccccc3F)ccc2OC[C@H](C)N(C(=O)c2ccccc2F)C[C@H]1C was read as EZH2 inh 0 and IDH1 R132H inh 0.1.
`C[C@H]1CN([C@@H](C)CO)C(=O)c2cc(C#Cc3ccncc3)cnc2O[C@@H]1CN(C)Cc1ccncc1` gave EZH2 inh 1 and IDH1 R132H inh 37*.
`O=C(Cc1ccncc1)N[C@@H]1CC[C@H](CCn2cc(-c3ccccc3F)nn2)O[C@H]1CO` gave EZH2 inh 0 and IDH1 R132H inh 0.4.
C[C@@H]1CN([C@H](C)CO)C(=O)c2cc(-c3ccccc3)cnc2O[C@@H]1CN(C)C(=O)C1CCOCC1 was read as IDH1 R132H inh 0.1.
`C[C@@H]1CCCCO[C@H](CN(C)C(=O)Nc2ccccc2)[C@H](C)CN([C@@H](C)CO)C(=O)c2cc(N(C)C)ccc2O1` gave EZH2 inh -9 and IDH1 R132H inh -0.5.
`C[C@@H]1CCCCO[C@H](CN(C)C(=O)Nc2ccc(C(F)(F)F)cc2)[C@@H](C)CN([C@H](C)CO)C(=O)c2cc(NS(=O)(=O)c3ccccc3)ccc2O1` gave IDH1 R132H inh -4.5.
For C[C@@H]1CN([C@H](C)CO)C(=O)c2cc(C#Cc3ccccc3)cnc2O[C@@H]1CN(C)C(=O)CCN1CCCCC1 the results were IDH1 R132H inh 3.2.
`C[C@H]1CCCCO[C@H](CN(C)Cc2ccncc2)[C@@H](C)CN([C@@H](C)CO)C(=O)c2cc(NS(=O)(=O)c3cn(C)cn3)ccc2O1` gave IDH1 R132H inh 3.5.
`C[C@@H]1CCCCO[C@H](CN(C)C(=O)Nc2ccc(C(F)(F)F)cc2)[C@H](C)CN([C@H](C)CO)C(=O)c2cc(NC(=O)C3CCCCC3)ccc2O1` gave IDH1 R132H inh -0.4.
`O=C(C[C@H]1C[C@@H]2c3cc(NC(=O)CC4CC4)ccc3O[C@@H]2[C@@H](CO)O1)NCc1ccccc1` gave EZH2 inh -11 and IDH1 R132H inh -0.4.
CO[C@@H]1CN(C)C(=O)c2cc(NC(=O)c3cnccn3)ccc2OC[C@H](C)N(CCc2ccccc2)C[C@@H]1C was read as EZH2 inh -7 and IDH1 R132H inh -0.1.
Screening C[C@@H]1CCCCO[C@H](CN(C)C(=O)C2CCCCC2)[C@H](C)CN([C@H](C)CO)C(=O)c2cc(NC(=O)c3ccccc3)ccc2O1 returned IDH1 R132H inh 0.6.
COc1ccc(OC)c(NC(=O)c2ccc(N(C)S(=O)(=O)c3ccc(OC)c(OC)c3)cc2)c1 was read as EZH2 inh 2 and IDH1 R132H inh -0.1.
`Cc1ccc(NC(=O)CSc2nc(C)cc(-c3ccc(Cl)cc3)n2)cc1` gave EZH2 inh 1 and IDH1 R132H inh 0.1.
CC(C)NC(=O)Nc1ccc2c(c1)CC(=O)N([C@H](C)CO)C[C@@H](C)[C@H](CN(C)Cc1ccccc1)O2 was read as EZH2 inh -4 and IDH1 R132H inh -0.9.
CC(=O)NC1C(=O)N=C(SC(C)C(=O)Nc2cccc(Cl)c2)NC1=O (stereo not given) was read as EZH2 inh -3 and IDH1 R132H inh 0.0.
`CCCCCCN(CCCCCC)C(=O)Cc1c(-c2ccc(F)cc2)[nH]c2ccccc12` gave EZH2 inh 20 and IDH1 R132H inh 0.2.
Screening CNC[C@@H]1Oc2ccc(NC(=O)NC3CCCCC3)cc2C(=O)N([C@@H](C)CO)C[C@@H]1C returned EZH2 inh -4 and IDH1 R132H inh 3.1.
Screening CC1(C)[C@H]2CC=C(/C=N\NC(=O)CCCCCCC(=O)O)[C@@H]1C2 returned EZH2 inh -2.
O=C(C[C@@H]1CC[C@H](NC(=O)NC2CCCC2)[C@H](CO)O1)NCc1ccc(F)cc1 was read as EZH2 inh 0 and IDH1 R132H inh 0.2.
Screening O=C(C[C@H]1CC[C@@H](NC(=O)c2ccccc2)[C@@H](CO)O1)NCCc1ccncc1 returned EZH2 inh 1 and IDH1 R132H inh -0.2.
Screening COCC(=O)N1[C@H](CO)[C@H](c2ccc(C#Cc3ccccc3F)cc2)[C@@H]1C#N returned IDH1 R132H inh 0.0.
Screening Cc1ccc(S(=O)(=O)Nc2cccc3c2O[C@@H](CN(C)Cc2ccc(C(F)(F)F)cc2)[C@H](C)CN([C@@H](C)CO)C3=O)cc1 returned IDH1 R132H inh 1.0.
`C[C@@H]1CCCCO[C@H](CN(C)CC2CC2)[C@H](C)CN([C@H](C)CO)C(=O)c2cc(NC(=O)c3ccncc3)ccc2O1` gave EZH2 inh -7.
Screening COC(=O)c1c(NC(=O)CCN2C(=O)c3ccccc3C2=O)sc(C)c1-c1ccccc1 returned EZH2 inh 11 and IDH1 R132H inh 0.2.
Screening CC(C)NC(=O)N(C)C[C@H]1OCCCC[C@H](C)Oc2ccc(NS(=O)(=O)c3cccs3)cc2C(=O)N([C@H](C)CO)C[C@@H]1C returned IDH1 R132H inh 1.0.
Screening COc1cccc(C2C(C(=O)c3cc4ccccc4o3)C(=O)C(=O)N2c2nc(C)c(C)s2)c1OC (stereo not given) returned EZH2 inh -10 and IDH1 R132H inh -0.3.
Screening O=c1[nH]c2cc(Cl)ccc2c(-c2ccccc2)c1SC1=NCCS1 returned EZH2 inh -2 and IDH1 R132H inh 5.2.
`C[C@@H]1CN([C@H](C)CO)C(=O)c2cccc(NC(=O)Nc3ccc(F)cc3)c2O[C@@H]1CN(C)Cc1ccncc1` gave EZH2 inh -12.
CCOC(=O)c1c(NC(=O)CN2C(=O)c3ccccc3S2(=O)=O)sc2c1CCCC2 was read as EZH2 inh 18 and IDH1 R132H inh 0.2.
CC(C)NC(=O)N(C)C[C@@H]1Oc2cc(C#Cc3ccc(F)cc3)ccc2S(=O)(=O)N([C@H](C)CO)C[C@@H]1C was read as EZH2 inh -7 and IDH1 R132H inh -4.4.
For C[C@H]1CN([C@@H](C)CO)C(=O)c2cc(C#CC3CCCC3)cnc2O[C@@H]1CN(C)Cc1ccncc1 the results were IDH1 R132H inh 1.9.
CCCN1C[C@H](C)[C@@H](OC)CN(C)C(=O)c2cc(NC(=O)Nc3ccccc3F)ccc2OC[C@@H]1C was read as EZH2 inh -1 and IDH1 R132H inh 0.6.
For CO[C@@H](CN(C)Cc1cc(F)ccc1F)[C@@H](C)CN([C@H](C)CO)S(=O)(=O)c1ccc(Cl)cc1 the results were EZH2 inh 7 and IDH1 R132H inh -0.6.
`C[C@@H]1CN([C@H](C)CO)C(=O)c2cccc(NC(=O)Nc3ccccc3)c2O[C@H]1CN(C)S(=O)(=O)c1ccc(F)cc1` gave EZH2 inh -8.
Screening Brc1ccc2nc(NCc3ccccn3)nc(-c3ccccc3)c2c1 returned EZH2 inh 28 and IDH1 R132H inh 0.3.
CCCNC(=O)N(C)C[C@H]1Oc2cc(C#C[C@@H](C)O)ccc2S(=O)(=O)N([C@H](C)CO)C[C@H]1C was read as EZH2 inh -2 and IDH1 R132H inh 2.8.
O=C(N[C@H]1CC[C@@H](CCNS(=O)(=O)c2cccc(Cl)c2)O[C@@H]1CO)c1ccc(F)cc1 was read as EZH2 inh 6 and IDH1 R132H inh 0.0.

7 compounds drawn at random from the list so far, as already listed:
COC(=O)c1cc(OC)c(OC)cc1NC(=O)COc1cc(C)c(Br)c(C)c1 was read as EZH2 inh -10 and IDH1 R132H inh 1.6.
CC(=O)NC1C(=O)N=C(SC(C)C(=O)Nc2cccc(Cl)c2)NC1=O (stereo not given) was read as EZH2 inh -3 and IDH1 R132H inh 0.0.
O=C(N[C@H]1CC[C@@H](CCNS(=O)(=O)c2cccc(Cl)c2)O[C@@H]1CO)c1ccc(F)cc1 was read as EZH2 inh 6 and IDH1 R132H inh 0.0.
`C[C@H]1CCCCO[C@H](CN(C)Cc2ccncc2)[C@@H](C)CN([C@@H](C)CO)C(=O)c2cc(NS(=O)(=O)c3cn(C)cn3)ccc2O1` gave IDH1 R132H inh 3.5.
Screening CNC[C@@H]1Oc2ccc(NC(=O)NC3CCCCC3)cc2C(=O)N([C@@H](C)CO)C[C@@H]1C returned EZH2 inh -4 and IDH1 R132H inh 3.1.
Screening COCC(=O)N1[C@H](CO)[C@H](c2ccc(C#Cc3ccccc3F)cc2)[C@@H]1C#N returned IDH1 R132H inh 0.0.
`C[C@@H]1CN([C@H](C)CO)C(=O)c2cccc(NC(=O)Nc3ccccc3)c2O[C@H]1CN(C)S(=O)(=O)c1ccc(F)cc1` gave EZH2 inh -8.

Other records:
For COc1ccc(C(=O)NCCNc2ccccc2[N+](=O)[O-])cc1 the results were EZH2 inh 5 and IDH1 R132H inh -0.2.
O=C(NCc1ccc(Cl)cc1)C1=C[C@H](c2coc3ccccc3c2=O)C[C@H](OCCCCO)O1 was read as EZH2 inh -2 and IDH1 R132H inh 0.4.
Screening CCS(=O)(=O)Nc1ccc2c(c1)C(=O)N(C)C[C@H](OC)[C@H](C)CN(C(=O)C1CC1)[C@@H](C)CO2 returned EZH2 inh -5 and IDH1 R132H inh 0.4.
`C[C@H]1CN([C@@H](C)CO)C(=O)c2cccc(NC(=O)c3ccncc3)c2O[C@H]1CN(C)C(=O)Nc1ccccc1` gave IDH1 R132H inh -1.0.
Screening O=C(C[C@@H]1C=C[C@H](NC(=O)Cc2cccnc2)[C@@H](CO)O1)Nc1ccccc1 returned EZH2 inh -2 and IDH1 R132H inh 0.1.
`C[C@H](CO)N1C[C@H](C)[C@@H](CN(C)S(=O)(=O)c2ccccc2)Oc2ccc(NC(=O)C3CC3)cc2C1=O` gave IDH1 R132H inh 1.7.
O=C(C[C@H]1CC[C@H](NC(=O)c2ccncc2)[C@H](CO)O1)Nc1ccccc1 was read as EZH2 inh 16 and IDH1 R132H inh 0.2.
Screening Cc1noc(C)c1S(=O)(=O)Nc1ccc2c(c1)CC(=O)N([C@@H](C)CO)C[C@H](C)[C@@H](CN(C)S(=O)(=O)c1ccccc1)O2 returned IDH1 R132H inh 0.8.
For COCCNC(=O)C[C@H]1C[C@@H]2c3cc(NC(=O)C4CCOCC4)ccc3O[C@@H]2[C@H](CO)O1 the results were EZH2 inh 5 and IDH1 R132H inh -0.3.
For O=C(C[C@@H]1C=C[C@H](NC(=O)Nc2ccc(C(F)(F)F)cc2)[C@H](CO)O1)NCc1cc(F)cc(F)c1 the results were EZH2 inh -5 and IDH1 R132H inh -0.5.
`O=C(Nc1ccc2c(c1)[C@@H]1C[C@H](CC(=O)N3CCOCC3)O[C@@H](CO)[C@@H]1O2)NC1CCCCC1` gave EZH2 inh 19 and IDH1 R132H inh -0.4.
Screening C[C@@H]1CN([C@H](C)CO)C(=O)c2cc(NC(=O)C3CC3)ccc2O[C@H]1CN(C)S(=O)(=O)c1ccc(F)cc1 returned EZH2 inh 5 and IDH1 R132H inh -0.2.
`C[C@H](CO)N1C[C@H](C)[C@@H](CN(C)C(=O)c2cccnc2)Oc2ncc(C3=CCCCC3)cc2C1=O` gave EZH2 inh 5 and IDH1 R132H inh -1.1.
Cc1nnc(SCCN2C(=O)c3ccccc3C2=O)[nH]c1=O was read as EZH2 inh 6 and IDH1 R132H inh 0.2.
`C[C@@H]1CCCCO[C@@H](CN(C)S(=O)(=O)c2ccc(Cl)cc2)[C@H](C)CN([C@@H](C)CO)C(=O)c2cc(N(C)C)ccc2O1` gave EZH2 inh -7.
Screening COc1ccc(-n2c(SCC(=O)NC3CCCCC3)nnc2-c2cccs2)cc1 returned EZH2 inh -23 and IDH1 R132H inh 0.1.
O=C(CCCCCCC(=O)N/N=C/c1ccc(O)cc1)NO was read as EZH2 inh 23 and IDH1 R132H inh -0.2.
`Cc1noc(C)c1NC(=O)N(C)C[C@@H]1OCc2ccccc2-c2c(n(C)c3ccccc23)C(=O)N([C@@H](C)CO)C[C@H]1C` gave EZH2 inh -4.
C[C@@H]1CN([C@@H](C)CO)C(=O)c2cc(NS(=O)(=O)c3ccc(Cl)cc3)ccc2O[C@@H]1CN(C)S(=O)(=O)c1cccs1 was read as IDH1 R132H inh 1.1.
Screening CC(C)NC(=O)NCC[C@H]1CC[C@H](NC(=O)CCN2CCCCC2)[C@H](CO)O1 returned EZH2 inh -11 and IDH1 R132H inh 0.4.

Assay outcomes as filed in PubChem BioAssay.

The list is partial (hit frequency here may not be typical).
